N370S GC mod: qHTS Assay for Inhibitors and Activators of N370S glucocerebrosidase as a Potential Chaperone Treatment of Gaucher Disease. Lysosomal acid glucosylceramidase (Homo sapiens), P04062. N370S GC spleen homogenate, 4MU-glucoside fluorescence. Potency, µM (titrated, usually from 59.4 µM), inactives show at the highest dose activity change, negative = inhibition, hits mostly inhibitors. hit rate 0.092% among 330,000;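 also: 0% = full enzyme activity and -100% = no enzyme basal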
TDP1 cell CPT: qHTS for Inhibitors of human tyrosyl-DNA phosphodiesterase 1 (TDP1): qHTS in cells in presence of CPT | chicken DT40 Tdp1-/-;hTDP1 cells + 20 nM CPT, ATP luminescence, 48 h | Potency, µM (series often up to 46.2 µM), inactives show at the highest dose activity change, negative = growth inhibition, hits mostly inhibitors | AID 686979, 2013 | hit rate 12% among 420,000; also: nearly all actives have a fitted effect of over 55% in size
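Chicken DT40 Tdp1-/- cells complemented with human TDP1, 400 cells/well, exposed to compounds plus 20 nM camptothecin for at least 48 h at 37 C; viability read as ATP content by CellTiter-Glo luminescence.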
FEN1 inh: qHTS Assay for the Inhibitors of Human Flap endonuclease 1 (FEN1); P39748; Recombinant FEN1 flap cleavage, fluorescence, 15 min; Potency, µM (top dose mostly 114 µM), without a hit: at the highest dose activity change, negative = inhibition, usual class: inhibitors; hit rate 0.35% among 390,000; AID 588795, 2011; also: nearly all actives have a fitted effect of over 65% in size
Target sequence (P39748 whole entry, looked up): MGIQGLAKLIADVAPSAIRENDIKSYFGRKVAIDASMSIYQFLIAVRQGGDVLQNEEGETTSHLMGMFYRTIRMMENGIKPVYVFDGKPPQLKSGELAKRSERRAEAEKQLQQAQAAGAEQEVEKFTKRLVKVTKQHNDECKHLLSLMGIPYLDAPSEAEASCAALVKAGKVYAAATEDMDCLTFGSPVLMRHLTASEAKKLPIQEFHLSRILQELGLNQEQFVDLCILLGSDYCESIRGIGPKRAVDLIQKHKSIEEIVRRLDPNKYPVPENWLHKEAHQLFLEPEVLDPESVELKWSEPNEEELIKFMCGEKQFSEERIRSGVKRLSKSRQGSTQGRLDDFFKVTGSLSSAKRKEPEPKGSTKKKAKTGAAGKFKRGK
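Reaction started by adding substrate (50 nM final) to 10 nM enzyme after 15 min room-temperature compound preincubation. Reads at 0 and 15 min, with data normalized and fitted to a four-parameter Hill equation.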
* marks the source's active call; other numbers are inactive results; ? = inconclusive; . = not tested or not shown; & = joins results of further samples; [ ] = remark or other dose. Calls follow the shape of the dose curve; as a rule, active = well fitted curve in the direction sought with a large enough effect; inconclusive = small, poorly fitted or top-dose-only effect, or another doubt; inactive = no such curve, though single readings can be large; an effect the other way counts as inactive or inconclusive. Unless noted, % is scaled to controls: 0 for no effect and ±100 for the full control effect; potency is read from the fitted curve at half-maximal effect.

SMILES | N370S GC mod | TDP1 cell CPT | FEN1 inh
Cc1sc(NC(=O)c2ccc(Cl)s2)c(C(N)=O)c1C | -11% | ? | 3%
COc1ccc(NC(=O)N2c3ccc(OC)cc3C(C)=CC2(C)C)cc1 | -12% | ? | -24%
CC1(C)CC(=O)C(N=Nc2ccc(Cl)cc2)=C(O)C1 | 4% | ? | 5%
CCc1sc(N)nc1-c1ccccc1 | 11% | 3% | -3%
Cc1ccc2oc(=O)c3cc(C(=O)NCCN4CCc5ccccc5C4)sc3c2c1 | 3% | ? | -31%
COc1cc(OC)c(C=O)c(OC(=O)N2CCOCC2)c1 | ? | -3% | -3%
Cc1nc(N2CCC(C)CC2)c2c(C)c(C(=O)Nc3ccccc3C(F)(F)F)sc2n1 | ? | ? | -2%
O=C(C=C(O)c1ccc(Cl)cc1)C(=O)NNC(=O)C(O)(c1ccccc1)c1ccccc1 | . | 8% | -25%
CC(NC(=O)c1ccc(C(=O)c2ccccc2)cc1)c1ccc(S(N)(=O)=O)cc1 (stereo not drawn) | -10% | -24% | -3%
COc1ccc(NC(=O)C2CC(=O)NC3=C2C(=O)CC(C)(C)C3)cc1 (stereo not drawn) | 3% | -13% | 0%
Cc1ccc2c(c1)COc1c3ccc(C(=O)NCC4CC4)cc3nn1-2 | 14% | ? | -27%
CCNc1ccccc(C(=O)/C=C/c2ccc3c(c2)OCO3)c1=O | 16% | 8.2µM* | ?
COC(=O)c1ccc(C2OCC(C)(C)CO2)cc1 | 4% | 10% | 2%
COc1ccc(CN2CCCC(CO)(Cc3cccc(Cl)c3)C2)cc1OC (stereo not drawn) | 3% | -29% | -12%
CCOC(=O)[C@H]1[C@H]2COc3ccc(Br)cc3[C@@H]2N2C(=O)CN(Cc3ccccc3)C(=O)[C@@]12C | . | ? | -22%
COc1ccc(C(=O)/C=C2\C(=O)Nc3ccc(Br)cc32)cc1 | . | 2.9µM* | -7%
Cc1ccc(OCC(=O)Nc2ccc(NC(=O)c3ccccc3)cc2)cc1C | -2% | 2% | 0%
Nc1nc(COC(=O)CCC(=O)c2ccc(Cl)cc2)nc(Nc2ccccc2)n1 | . | -24% | -22%
COc1ccc(CCNC(=O)c2ccccc2N(C)S(=O)(=O)c2ccccc2)cc1 | 5% | -11% | -7%
CCCCn1c(N)c(N(CCC(C)C)C(=O)COC(=O)c2cccnc2Cl)c(=O)[nH]c1=O | . | -1% | 18%
Cc1ccccc1S(=O)(=O)Cc1ccc(C(=O)NCCCN(C)Cc2ccccc2)o1 | -11% | -13% | -3%
Cc1ccccc1NC(=O)/C(C#N)=C/c1ccsc1 | -19% | -15% | 6%
Nc1c(C(=O)NCCc2ccccc2)nnn1Cc1ccc(Cl)cc1 | 2% | -11% | -14%
CN(C(=O)c1cccc(NC(=O)Cc2ccc(NC(=O)C3CCCN(C(=O)C4CCCC4)C3)cc2)c1)C1CCCCC1 (stereo not drawn) | . | ? | -19%
O=C(O)[C@H]1CCCC[C@H]1C(=O)Nc1ccc(S(=O)(=O)N2CCCCC2)cc1 | -5% | -7% | 7%
SMILES | N370S GC mod | TDP1 cell CPT | FEN1 inh
Cc1c(C)n(Cc2ccccc2)c2ccc(C(=O)NCc3ccco3)cc12 | . | ? | 6%
O=C(COc1ccccc1C(=O)NCC1CCCO1)Nc1ccc(Br)cc1 (stereo not drawn) | ? | ? | 9%
COc1ccc(NC2CCCN(C(=O)CCN3CCCC3=O)C2)cc1OC (stereo not drawn) | 1% | -4% | 13%
O=C(O)c1ccc2c(c1)OCO2 | 9% | -17% | .
Nc1cc2c(cc1Br)-c1ccc(F)cc1C2O (stereo not drawn) | . | 2% | -3%
COc1ccc(N2CCN(S(=O)(=O)c3c[nH]c(=O)[nH]c3=O)CC2)cc1 | -6% | 20% | 2%
O=C(COC(=O)c1ccc(F)cc1)Nc1ccc(Cl)cn1 | -10% | -2% | -7%
CCOc1ccc(-c2c(C(=O)N/N=C/c3sccc3C)nnn2-c2nonc2N)cc1 | -8% | -6% | -1%
COc1ccc(NC(=O)CSc2nc3c(oc4ccccc43)c(=O)n2Cc2ccco2)cc1Cl | . | ? | 2%
COc1ccc(CCNC(=O)C2CC=CCC2C(=O)O)cc1 (stereo not drawn) | 0% | -1% | -16%
CCN(CC)S(=O)(=O)c1ccc(NC(=O)c2c(-c3ccccc3)noc2C)cc1 | -4% | ? | -3%
CCCOc1ccc(Cn2c(C)nc([N+](=O)[O-])c2SCC(O)COC)cc1[N+](=O)[O-] (stereo not drawn) | 5% | -17% | -4%
COc1ccc(C)cc1NC(=O)Nc1ccccc1SC | 4% | -5% | 0%
Cc1nc(SCC(=O)NC2CCCC2)c2c(C)c(C)sc2n1 | 3% | -17% | -1%
Cc1ccc(N(C)C(=O)c2cc(S(=O)(=O)N3CCc4ccccc43)cn2C)cc1 | 2% | ? | -1%
Cc1ccc(SCC(=O)OCC(=O)NC(C)c2ccc(Br)cc2)cc1 (stereo not drawn) | 10% | -15% | -25%
COC(C(=O)NNC(=O)CCc1ccccc1)c1ccccc1 (stereo not drawn) | -7% | 5% | 3%
C=Cc1ccc(Cn2c(C(=O)O)c(CNC3CCCC3)c3ccc(C)cc32)cc1 | . | ? | -15%
CCCc1nnc(NC(=O)CCC(=O)NCc2ccc(Cl)cc2Cl)s1 | -4% | 2% | -17%
Cc1cc(C)c(OCCOCCN(C)C)c(Br)c1 | 26% | -1% | -1%
COc1cc(NC(=O)CCc2ccccc2)nc(OC)n1 | 5% | -21% | 6%
Cc1nc(N2CCCC2)c2c(C(=O)N3CCN(c4cccc(Cl)c4)CC3)c(C)oc2n1 | . | ? | -15%
CCC1(CC)NC(=O)N(CC(=O)Nc2ccc(-n3cnnn3)cc2)C1=O | . | -3% | 17%
CC(=O)c1ccc(NC2OC(CO)C(O)C(O)C2O)cc1 (stereo not drawn) | -12% | -4% | -11%
COc1cccc(CNc2nn[nH]n2)c1OC | 3% | 8% | 4%

Single records, from the list above. Order of values: N370S GC mod	TDP1 cell CPT	FEN1 inh
O=C(COc1ccccc1C(=O)NCC1CCCO1)Nc1ccc(Br)cc1 (stereo not drawn) is entered as ?	?	9%
CCCc1nnc(NC(=O)CCC(=O)NCc2ccc(Cl)cc2Cl)s1 is entered as -4%	2%	-17%
Cc1ccc(N(C)C(=O)c2cc(S(=O)(=O)N3CCc4ccccc43)cn2C)cc1 is entered as 2%	?	-1%
COc1ccc(C)cc1NC(=O)Nc1ccccc1SC is entered as 4%	-5%	0%
O=C(O)c1ccc2c(c1)OCO2 is entered as 9%	-17%	.

Continuation.
SMILES | N370S GC mod | TDP1 cell CPT | FEN1 inh
COc1ccc(C(c2c(C)n(C)n(-c3ccccc3)c2=O)c2c(C)n(C)n(-c3ccccc3)c2=O)c(OC)c1OC | -15% | ? | -1%
CCCCNC(=O)CCCCCNS(=O)(=O)c1ccc(OC)cc1 | -26% | -14% | -7%
O=C(c1ccccc1O)N1N=C(C(F)(F)F)CC1(O)c1ccc([N+](=O)[O-])cc1 (stereo not drawn) | -8% | -24% | 11%
CCCC(=O)Nc1cccc(OCc2cc(=O)n3cccc(C)c3n2)c1 | . | -23% | 0%
Cc1ccc(C2CC(=O)NC(SCc3ccccc3)=C2C#N)o1 (stereo not drawn) | 1% | -25% | -4%
COc1ccc(S(=O)(=O)N2CCC(C(=O)N3CCC(C(N)=O)CC3)CC2)cc1Cl | 1% | 6% | -11%
CN1CCN(c2nc3c(c(=O)[nH]c(=O)n3C)n2Cc2cccc3ccccc23)CC1 | 7% | -23% | 5%
CC(=O)Nc1ccc(N2Cc3ccccc3C2)cc1 | -8% | -22% | -1%
COc1ccc(CC(=O)OCC(=O)Nc2cccc(C(C)=O)c2)cc1OC | 0% | -4% | 1%
CCCCCC(=O)N1CCN(CCN=CC2=C(O)CC(c3cccs3)CC2=O)CC1 (stereo not drawn) | -1% | 3%&-26% | 9%&12%
O=C(O)c1cc(Cl)nc2ccccc12 | -23% | 0% | -12%
CNCc1cc(Br)c(OCC(=O)Nc2ccccc2OC)c(OC)c1 | -22% | -3% | -15%
CC1CN(C(=O)CCC(=O)NCc2cccs2)c2ccccc2O1 (stereo not drawn) | . | 2% | -21%
O=C(CCNC(=O)c1ccco1)Nc1ccccc1N1CCOCC1 | -3% | -8% | 17%
CCOC(=O)[C@@H](C)NS(=O)(=O)N(Cc1ccccc1)[C@H](C(=O)OC)C(C)C | . | ? | 14%&-5%
Cc1ccc(N2CCN(c3ccc([N+](=O)[O-])cn3)CC2)c(C)c1 | 1% | -25% | -21%
CCOC(=O)C1CCCN(S(=O)(=O)Cc2ccccc2)C1 (stereo not drawn) | 6% | -18% | -14%
CCOc1ccc(-n2c(N)c(C(=O)NCc3ccco3)sc2=S)cc1 | -1% | ? | -10%
CCOC(=S)SCc1cn2ccccc2n1 | -5% | 0% | -6%
COc1ccc(N2CC(C(=O)NC3CCCCC3)CC2=O)cc1 (stereo not drawn) | ? | -2% | 1%
Cc1ccc2[nH]c3c(=S)nc[nH]c3c2c1 | 0% | -10% | 5%
CNc1cc([N+](=O)[O-])ccc1N/C=C/C(=O)c1cccs1 | -1% | -25% | -4%
CCOC(=O)C(C)Sc1cnccn1 (stereo not drawn) | -5% | 19% | -7%
O=S(=O)(Cc1ccc(Cl)cc1)NCc1ccc2c(c1)OCO2 | -4% | -14% | 10%
O=C(Nc1cc(C(F)(F)F)ccc1Cl)c1cnn(-c2ccccc2)c1-n1cccc1 | . | 23µM* | -4%

Sorted by number of heavy atoms (rising): some entries from above.
SMILES | N370S GC mod | TDP1 cell CPT | FEN1 inh
COc1ccc(N2CC(C(=O)NC3CCCCC3)CC2=O)cc1 (stereo not drawn) | ? | -2% | 1%
CC1CN(C(=O)CCC(=O)NCc2cccs2)c2ccccc2O1 (stereo not drawn) | . | 2% | -21%
CN1CCN(c2nc3c(c(=O)[nH]c(=O)n3C)n2Cc2cccc3ccccc23)CC1 | 7% | -23% | 5%
COc1ccc(C(c2c(C)n(C)n(-c3ccccc3)c2=O)c2c(C)n(C)n(-c3ccccc3)c2=O)c(OC)c1OC | -15% | ? | -1%

Going on with the list.
SMILES | N370S GC mod | TDP1 cell CPT | FEN1 inh
CCOc1ccc(-c2[nH]ncc2-c2ccccc2)c(O)c1 | -9% | -31% | 36%[activator]
CCCCc1c(O)nc(SCC(=O)N2CCCCC2)n(-c2ccccc2C)c1=O | 7% | -1% | 1%
CCn1ncc(S(=O)(=O)Nc2cccnc2)c1C | -2% | 10% | 23%
COC(=O)c1cccc(NC(=O)Cc2ccc(OC)cc2)c1C | 5% | -4% | 3%
CCCCN1C(=O)c2ccccc2C1C(=O)NC1CCCC1 (stereo not drawn) | 1% | -5% | -5%
O=C(Nc1nnc(C2CC2)s1)C1COc2ccccc2O1 (stereo not drawn) | -12% | 3% | 1%
Cc1ccc(C)c(NC(=O)CSc2nc3c(c(=O)n2C)SC(C)C3)c1 (stereo not drawn) | 0% | ? | -16%
CCOC(=O)CSc1nnc2n1C(C)(C)Cc1ccccc1-2 | 10% | 8% | -12%
O=C(O)Cc1ccc(NC(=O)c2ccc(NC(=O)c3ccco3)cc2)cc1 | 0% | -7% | 6%
Nc1c(C(=O)CSc2n[nH]c(-c3ccccc3)n2)c(=O)[nH]c(=O)n1C1CC1 | -16% | -11% | 6%
CCOc1ccccc1NC(=O)NNS(=O)(=O)c1cc(OC)ccc1OC | -1% | -9% | -5%
CN(CC(=O)Nc1ccccc1C(F)(F)F)C(=O)C1CCN(C(=O)c2ccc(Cl)cc2)CC1 | 0% | -9% | 1%
COc1cc(C(O)c2nc3ccccc3n2C(C)C)cc(OC)c1OC (stereo not drawn) | -16% | ? | 18%
COc1ccccc1C(=O)NNC1=C(C(=O)C(F)(F)F)CCC1 | 6% | ? | 13%
Cc1cccnc1NCc1ccc(O)c2ncccc12 | 1% | 4.6µM* | -29%

2 compounds from above with just N370S GC mod and FEN1 inh.
Compound | N370S GC mod | FEN1 inh
O=C(Nc1nnc(C2CC2)s1)C1COc2ccccc2O1 (stereo not drawn) | -12% | 1%
COC(=O)c1cccc(NC(=O)Cc2ccc(OC)cc2)c1C | 5% | 3%

These rows are one share of the data; the hit share may differ from the screen's.
